Compound activity as filed in PubChem.
3CLpro inhibitor: SARS-CoV 3CLpro protease inhibitors, primary screen, biochemical, quenched FRET; Replicase polyprotein 1ab (Severe acute respiratory syndrome coronavirus), P0C6X7; recombinant SARS-CoV 3CLpro, quenched FRET peptide cleavage; inhibition, % at 6 µM; hit rate 0.14% among 290,000; in the data active = inhibition above about 12%
Yp Topo-I inh: Yersinia pestis topoisomerase I inhibitors, primary screen, biochemical, cleavage product accumulation, plate reader, single point; DNA topoisomerase I (Yersinia pestis CO92); Y. pestis Topo-I cleavage product accumulation; activity, % at 10 µM; hit rate 0.064% among 360,000; in the data active = activity above about 50%, passing the limit was not always enough; inconclusive = no clear call, values can overlap the other calls; note: inactives centre near 2
TcdB inh: TcdB glycohydrolase inhibitors, primary screen, biochemical, single point, plate reader | inhibition, % at 9.99 µM | Toxin B (Clostridioides difficile), P18177 | hit rate 0.24% among 350,000 | TcdB glycohydrolase enzymatic assay; in the data active = inhibition above about 10%
BoNT-A LC inh2: BoNT/A light chain protease inhibitors, primary screen, biochemical, flow cytometry, MLPCN library. Botulinum neurotoxin type A light chain protease (Clostridium botulinum A str. ATCC 3502). multiplex microsphere protease substrate cleavage. inhibition, % at 10 µM. hit rate 0.17% among 360,000. AID 588499, 2011; note: plate controls were buffer without enzyme for full effect and enzyme alone for no effect
SSB-PriA inh: inhibitors of Klebsiella pneumoniae PriA binding to SSB C-terminal tail, primary screen, biochemical, AlphaScreen; AlphaScreen SSBct-PriA binding, biotinylated peptide; inhibition, % at 33 µM; hit rate 0.6% among 430,000; AID 1272365, 2023; in the data active = inhibition mostly above about 37%, no sharp cut-off; inactive = mostly below about 20%;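 note: plate controls were negative control peptide for no effect and reference peptide for full effect; strong numbers were not always called active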
DUSP3 inh: VHR1 phosphatase inhibitors, primary screen, biochemical, absorbance, uHTS; AID 1654, 2009; recombinant VHR phosphatase, pNPP absorbance; hit rate 0.52% among 290,000; Dual specificity protein phosphatase 3 (Homo sapiens), P51452; inhibition, % at 13.3 µM; in the data active = inhibition above about 50%; note: some compounds called inactive have numbers as strong as hits
Target sequence (P51452 whole entry, looked up): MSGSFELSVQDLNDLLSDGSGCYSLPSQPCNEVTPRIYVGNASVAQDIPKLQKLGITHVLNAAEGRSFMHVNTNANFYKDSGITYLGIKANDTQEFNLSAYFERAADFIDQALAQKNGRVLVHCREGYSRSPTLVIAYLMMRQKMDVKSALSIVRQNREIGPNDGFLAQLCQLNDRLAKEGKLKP
PfHsp40 rescue: rescue of yeast from PfHsp40 toxicity, primary screen, S. cerevisiae, ATP luminescence; S. cerevisiae expressing PfHsp40, growth rescue; hit rate 0.68% among 340,000; AID 504582, 2011; growth rescue, % at 12.5 µM; in the data active = growth rescue above about 28%, passing the limit was not always enough; inconclusive = no clear call, values can overlap the other calls;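 note: yeast W303a lacking pdr1 and pdr3 grown in galactose medium; growth measured after three days at 30 °C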
Anthrax LF prot: Bacillus anthracis LF protease inhibitors, primary screen, biochemical, multiplex microsphere, MLPCN library | Lethal factor (Bacillus anthracis), P15917 | multiplex microsphere protease cleavage assay | inhibition, % at 10 µM | hit rate 0.12% among 360,000; note: plate controls were buffer without enzyme for full effect and enzyme alone for no effect
Target sequence (P15917 whole entry, looked up): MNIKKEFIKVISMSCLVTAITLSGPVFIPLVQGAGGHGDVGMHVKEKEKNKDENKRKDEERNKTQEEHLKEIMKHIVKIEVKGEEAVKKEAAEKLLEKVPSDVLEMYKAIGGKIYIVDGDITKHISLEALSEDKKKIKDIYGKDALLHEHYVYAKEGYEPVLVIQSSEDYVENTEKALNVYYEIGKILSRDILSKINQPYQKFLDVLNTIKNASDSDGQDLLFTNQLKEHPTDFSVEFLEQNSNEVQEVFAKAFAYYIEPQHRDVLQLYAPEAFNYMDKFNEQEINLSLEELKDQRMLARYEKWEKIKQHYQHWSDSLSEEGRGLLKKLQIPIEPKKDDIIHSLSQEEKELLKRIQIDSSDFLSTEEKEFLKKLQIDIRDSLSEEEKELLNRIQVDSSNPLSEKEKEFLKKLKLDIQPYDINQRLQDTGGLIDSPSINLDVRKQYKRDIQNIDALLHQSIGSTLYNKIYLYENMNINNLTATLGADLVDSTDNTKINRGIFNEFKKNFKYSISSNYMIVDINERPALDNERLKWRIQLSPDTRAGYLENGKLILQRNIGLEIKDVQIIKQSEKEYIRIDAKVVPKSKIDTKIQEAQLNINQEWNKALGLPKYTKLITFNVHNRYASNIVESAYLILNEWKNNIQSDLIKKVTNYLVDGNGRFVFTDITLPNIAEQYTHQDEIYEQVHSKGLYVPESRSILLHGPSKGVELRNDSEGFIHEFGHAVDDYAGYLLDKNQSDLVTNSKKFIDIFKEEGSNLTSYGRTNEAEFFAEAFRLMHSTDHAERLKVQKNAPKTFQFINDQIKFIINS
CCHFV vOTU inh: CCHFV vOTU protease inhibitors, primary screen, biochemical, Pep-AMC substrate, fluorescence | inhibition, % at 11.5 µM | hit rate 0.55% among 370,000 | AID 651958, 2012; in the data active = inhibition above about 30%; note: 0% = vehicle wells with enzyme and 100% = no enzyme wells
Vc quorum ag: inducers of Vibrio cholerae quorum light production without autoinducers, primary screen, BH1578 luxS cqsA deficient, single point. activation, % at 18.7 µM. V. cholerae BH1578 lux reporter, luminescence, 6 h. AID 588436, 2011. hit rate 0.16% among 350,000; in the data active = activation mostly above about 9.7%, no sharp cut-off; inconclusive = no clear call, values can overlap the other calls; inactive = mostly below about 3.7%; note: not every result past the cut was called active; inactives centre near 0; reference of the scale not given here
* = called active by the depositor; & = joins results of further samples. Cut-off read from the data, not from the text of the source, unless noted: active = inhibition above about 30%; inconclusive = no clear call, values can overlap the other calls; inactive = below that. Some of the compounds tested; the hit share may differ from the screen's.

The first two entries, ahead of the listing:
`O=C(CCC1CCCN(C(=O)c2ccc3cc[nH]c3c2)C1)NCc1ccc(F)c(F)c1` (configuration not stated) gave 3CLpro inhibitor 2, Yp Topo-I inh 24, TcdB inh 0.5, BoNT-A LC inh2 -1.1, SSB-PriA inh -13, DUSP3 inh 30, PfHsp40 rescue 0.0, Anthrax LF prot 5, CCHFV vOTU inh 4 and Vc quorum ag -0.6.
`Cc1onc(-c2ccccc2)c1C(=O)NC(=S)NNC(=O)c1cccnc1` gave 3CLpro inhibitor -2, Yp Topo-I inh 5, TcdB inh -5.8, BoNT-A LC inh2 -0.5, SSB-PriA inh 4, DUSP3 inh -7, PfHsp40 rescue 0.7, Anthrax LF prot -6, CCHFV vOTU inh 21 and Vc quorum ag -0.1.

All compounds of this part, from the start:
`O=C(CCC1CCCN(C(=O)c2ccc3cc[nH]c3c2)C1)NCc1ccc(F)c(F)c1` (configuration not stated) gave 3CLpro inhibitor 2, Yp Topo-I inh 24, TcdB inh 0.5, BoNT-A LC inh2 -1.1, SSB-PriA inh -13, DUSP3 inh 30, PfHsp40 rescue 0.0, Anthrax LF prot 5, CCHFV vOTU inh 4 and Vc quorum ag -0.6.
`Cc1onc(-c2ccccc2)c1C(=O)NC(=S)NNC(=O)c1cccnc1` gave 3CLpro inhibitor -2, Yp Topo-I inh 5, TcdB inh -5.8, BoNT-A LC inh2 -0.5, SSB-PriA inh 4, DUSP3 inh -7, PfHsp40 rescue 0.7, Anthrax LF prot -6, CCHFV vOTU inh 21 and Vc quorum ag -0.1.
CCCCC(=O)Nc1nnc(S(=O)(=O)N2CCCc3ccccc32)s1 was read as 3CLpro inhibitor 11, Yp Topo-I inh 18, TcdB inh -0.2, BoNT-A LC inh2 0.2, SSB-PriA inh -2, DUSP3 inh 13, PfHsp40 rescue -0.4, Anthrax LF prot -8, CCHFV vOTU inh -1 and Vc quorum ag -0.1.
CCOC(=O)C1CCCCN1Cc1cc(OC)ccc1OC (configuration not stated) was read as 3CLpro inhibitor -1, Yp Topo-I inh -2, BoNT-A LC inh2 -0.3, SSB-PriA inh -3, DUSP3 inh 28, PfHsp40 rescue -1.1, Anthrax LF prot -4, CCHFV vOTU inh -16 and Vc quorum ag -4.5.
For CCc1cccc2c(C(=O)COC(=O)c3cccc(S(=O)(=O)N(C)C4CCCCC4)c3)c[nH]c12 the results were 3CLpro inhibitor 2, Yp Topo-I inh 4, TcdB inh -0.8, BoNT-A LC inh2 -2.3, SSB-PriA inh -14, DUSP3 inh 4, PfHsp40 rescue 0.3, Anthrax LF prot -2, CCHFV vOTU inh 1 and Vc quorum ag inactive.
For CC(C)(C)c1ccc(COn2c(=O)c(-c3ccco3)[n+]([O-])c3ccccc32)cc1 the results were 3CLpro inhibitor -3, Yp Topo-I inh 2, BoNT-A LC inh2 16, SSB-PriA inh 5, DUSP3 inh -21, PfHsp40 rescue -0.1, Anthrax LF prot 3, CCHFV vOTU inh -3 and Vc quorum ag 5.6.
Cn1ncc(Br)c1C(=O)NC1CCCCCCC1 was read as 3CLpro inhibitor 4, Yp Topo-I inh 0, TcdB inh 2.1, BoNT-A LC inh2 -2.6, SSB-PriA inh -1, DUSP3 inh 8, PfHsp40 rescue -1.4, Anthrax LF prot -8, CCHFV vOTU inh 21 and Vc quorum ag 0.4.
COc1ccc(NC(=O)CSc2nc3[nH]ncc3c(=O)n2-c2ccccc2OC)cc1OC was read as 3CLpro inhibitor -2, Yp Topo-I inh -3, BoNT-A LC inh2 1.4, SSB-PriA inh 10, DUSP3 inh -6, PfHsp40 rescue 0.8, Anthrax LF prot -3, CCHFV vOTU inh 12 and Vc quorum ag -0.3.
Screening CC(C)OCCCn1c(=O)c2ccccc2n2c(CCC(=O)NCc3ccccn3)nnc12 returned 3CLpro inhibitor -1, Yp Topo-I inh 3, TcdB inh 0.5, BoNT-A LC inh2 -2.4, SSB-PriA inh -9, DUSP3 inh 17, PfHsp40 rescue -0.7, Anthrax LF prot 5, CCHFV vOTU inh 8 and Vc quorum ag 0.0.
For Oc1ccc(CN2CCCCC2)nc1-c1ccccc1 the results were 3CLpro inhibitor 1, Yp Topo-I inh 1, BoNT-A LC inh2 -0.5, SSB-PriA inh 3, DUSP3 inh -18, PfHsp40 rescue 1.4, Anthrax LF prot 0, CCHFV vOTU inh -18 and Vc quorum ag 2.9.
For CC1CCCN(S(=O)(=O)c2ccc(N(C(=O)c3cnccn3)C(C(=O)NC3CCCCC3)c3cccs3)cc2)C1 (configuration not stated) the results were 3CLpro inhibitor 4, Yp Topo-I inh 12, BoNT-A LC inh2 0.2, SSB-PriA inh -17, DUSP3 inh -4, PfHsp40 rescue 24, Anthrax LF prot -2, CCHFV vOTU inh 3 and Vc quorum ag -1.0.
For COc1ccc(C(=O)C2CCCN(Cc3cnc(N4CCOCC4)s3)C2)cc1F (configuration not stated) the results were 3CLpro inhibitor 0, Yp Topo-I inh 10, TcdB inh 0.3, BoNT-A LC inh2 -0.3, SSB-PriA inh 1, DUSP3 inh 16, PfHsp40 rescue -0.1, Anthrax LF prot -1, CCHFV vOTU inh -15 and Vc quorum ag -0.3.
Screening COc1cc(/C=N/N=C(\N)c2nonc2N)cc(OC)c1O returned 3CLpro inhibitor 1, Yp Topo-I inh -5, TcdB inh -48, BoNT-A LC inh2 -1.7, DUSP3 inh 8, PfHsp40 rescue -0.2, Anthrax LF prot -8, CCHFV vOTU inh 2 and Vc quorum ag -0.5.
For COc1ccc(NC(=O)Nc2ccccc2)cc1S(=O)(=O)N1CCCCC1 the results were 3CLpro inhibitor 3, Yp Topo-I inh 8, TcdB inh 2.7, BoNT-A LC inh2 0.5, SSB-PriA inh 0, DUSP3 inh 16, PfHsp40 rescue -0.5, Anthrax LF prot -3, CCHFV vOTU inh -11 and Vc quorum ag -0.3.
Cc1nnc(SCc2ccc(Cl)cc2)n1CC1CCCO1 (configuration not stated) was read as 3CLpro inhibitor -1, Yp Topo-I inh 1, BoNT-A LC inh2 -1.1, SSB-PriA inh -1, DUSP3 inh 14, PfHsp40 rescue -0.9, Anthrax LF prot -5, CCHFV vOTU inh 5 and Vc quorum ag inactive.
Cc1cc(C)c2sc(N)nc2c1 was read as 3CLpro inhibitor 6, Yp Topo-I inh 1, TcdB inh 5.9, BoNT-A LC inh2 -1.7, SSB-PriA inh 0&-7, DUSP3 inh 23, PfHsp40 rescue -0.7, Anthrax LF prot -6, CCHFV vOTU inh 7 and Vc quorum ag inactive.
CCC(CO)Oc1cc(NCc2ccccc2)c2ncn(C3CCCC3)c2c1 (configuration not stated) was read as Yp Topo-I inh 9, TcdB inh -0.5, BoNT-A LC inh2 0.8, SSB-PriA inh 27, PfHsp40 rescue 0.6, Anthrax LF prot -7, CCHFV vOTU inh 11 and Vc quorum ag -1.3.
For COc1cc2c(cc1NCc1ccccn1)oc1ccccc12 the results were 3CLpro inhibitor 8, Yp Topo-I inh 0, BoNT-A LC inh2 4.2, SSB-PriA inh 17, DUSP3 inh 22, PfHsp40 rescue -0.7, Anthrax LF prot 0, CCHFV vOTU inh 30* and Vc quorum ag inactive.
CCN(CC)c1ccc(/C=C2\C(=O)NC(=O)N(CC3CCCO3)C2=O)cc1 (configuration not stated) was read as 3CLpro inhibitor 0, Yp Topo-I inh 4, TcdB inh 1.7, BoNT-A LC inh2 1.0, SSB-PriA inh -14, DUSP3 inh -4, PfHsp40 rescue 0.6, Anthrax LF prot 0, CCHFV vOTU inh 13 and Vc quorum ag -5.6.
For CCN(CC)CCNCC(=O)Nc1ccc(Oc2ccccc2)cc1 the results were 3CLpro inhibitor -5, Yp Topo-I inh 0, TcdB inh 1.7, BoNT-A LC inh2 0.1, SSB-PriA inh -4, DUSP3 inh 31, PfHsp40 rescue -1.0, Anthrax LF prot 13, CCHFV vOTU inh 9 and Vc quorum ag -0.5.
CN(C)CCCNC(=O)CC(c1ccccc1)c1ccccc1O (configuration not stated) was read as 3CLpro inhibitor -1, Yp Topo-I inh -8, BoNT-A LC inh2 -0.2, SSB-PriA inh -12, DUSP3 inh 18, PfHsp40 rescue 0.3, Anthrax LF prot 1, CCHFV vOTU inh 9 and Vc quorum ag -5.6.
Screening O=S(=O)(c1ccc(SCc2ccccc2)nc1)N1CCCC1 returned Yp Topo-I inh 36, TcdB inh 1.6, BoNT-A LC inh2 -0.1, SSB-PriA inh -23, PfHsp40 rescue 1.5, Anthrax LF prot -1, CCHFV vOTU inh -4 and Vc quorum ag 0.0.
For CCOC(=O)Nc1nnc(-c2ccc(OC)cc2)s1 the results were 3CLpro inhibitor 0, Yp Topo-I inh 8, BoNT-A LC inh2 -0.3, SSB-PriA inh -4, DUSP3 inh 28, PfHsp40 rescue 0.2, Anthrax LF prot 1, CCHFV vOTU inh 0 and Vc quorum ag inactive.
For CCC1=C(C(=O)OC)C(c2cc(OC)ccc2OC)C(C#N)=C(N)O1 (configuration not stated) the results were 3CLpro inhibitor 3, Yp Topo-I inh -6, BoNT-A LC inh2 inconclusive, SSB-PriA inh 1, DUSP3 inh -20, PfHsp40 rescue -1.5, Anthrax LF prot 0, CCHFV vOTU inh 1 and Vc quorum ag -6.1.
Cc1nn(-c2ccccn2)c2c1-c1nc(N)ncc1CC2 was read as 3CLpro inhibitor -1, Yp Topo-I inh 11, BoNT-A LC inh2 -1.4, SSB-PriA inh 0, DUSP3 inh -8, PfHsp40 rescue -0.5, Anthrax LF prot -7, CCHFV vOTU inh 0 and Vc quorum ag 0.2.
COc1ccc(-n2c(=S)[nH]c3c(oc4ccccc43)c2=O)cc1 was read as 3CLpro inhibitor 10, Yp Topo-I inh -2, BoNT-A LC inh2 1.3, SSB-PriA inh 8, DUSP3 inh 3, PfHsp40 rescue 3.8, Anthrax LF prot -2, CCHFV vOTU inh 10 and Vc quorum ag inactive.
`O=C(Nc1cn(-c2ccccc2)nc1-c1cccs1)c1ccco1` gave 3CLpro inhibitor 3, Yp Topo-I inh 1, BoNT-A LC inh2 -0.2, SSB-PriA inh 4, DUSP3 inh -7, PfHsp40 rescue 0.6, Anthrax LF prot 0, CCHFV vOTU inh -5 and Vc quorum ag inactive.
`O=c1cc(-c2ccc(O)c(O)c2)oc2cc(O)c([C@@H]3O[C@H](CO)[C@@H](O)[C@H](O)[C@H]3O)c(O)c12` gave Yp Topo-I inh 8, TcdB inh -6.7, BoNT-A LC inh2 -1.1, SSB-PriA inh -3, PfHsp40 rescue -1.0, Anthrax LF prot -5, CCHFV vOTU inh 13 and Vc quorum ag inactive.
`O=C(Cc1ccccc1)NC1(Cc2ccc(O)cc2)CCCCC1` gave 3CLpro inhibitor 0, Yp Topo-I inh -9, TcdB inh 0.5, BoNT-A LC inh2 -0.8, SSB-PriA inh 7, DUSP3 inh -6, PfHsp40 rescue 0.2, Anthrax LF prot 2, CCHFV vOTU inh -2 and Vc quorum ag inactive.
`CSc1nc2c(cnn2-c2ccc(C)c(C)c2)c(=O)[nH]1` gave 3CLpro inhibitor -1, Yp Topo-I inh 3, TcdB inh 0.8, BoNT-A LC inh2 -0.4, SSB-PriA inh 1, DUSP3 inh 21, PfHsp40 rescue 0.9, Anthrax LF prot -3, CCHFV vOTU inh 13 and Vc quorum ag -0.2.
